CTSL1 counter – counter-screen for PFM18AAP inhibitors: inhibitors of F. hepatica cathepsin L1 | AID 1906 | hit rate 0.49% among 300,000 | recombinant F. hepatica cathepsin L1, Z-Leu-Arg-MCA fluorescence | inhibition, % at 5.96 µM;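 active = inhibition above the mean of all tested compounds plus 3 SD, set per screening campaign, cut at about 17% in these data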;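 also: 0% = plate median of test compound wells and 100% = 1 µM Z-Phe-Ala-diazomethylketone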
JMJD2C inh – inhibitors of human GASC-1 (JMJD2C) demethylase | Q9H3R0 | GST-JMJD2C(1-420) H3K9me3 demethylation, DELFIA europium | inhibition, % at 2.35 µM | hit rate 0.069% among 330,000 | AID 2099;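 active = more than half of a compound's replicate wells show inhibition beyond 50%, single wells judged on their own value; inconclusive = some, but no more than half, of replicates pass 50% inhibition; inactive = no replicate passes 50% inhibition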;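 also: signal counts dimethyl H3K9 product captured on neutravidin plate; 0% = median of DMSO wells and 100% = 0.3 times that DMSO median; strong numbers were not always called active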
proCasp7 act – activates human procaspase-7, counter-screen for procaspase-3 activators; AID 463210; activation, % at 8.5 µM; hit rate 0.093% among 330,000; recombinant procaspase-7, Ac-DEVD-pNA absorbance 405 nm; D23A/D198A/D206A triple mutant, cannot self-cleave; scale: DMSO 0, 5 µM enzyme 100;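 active = percent activation above the screen-wide mean plus 3 SD, cut at about 25% in these data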
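Assay system: Uncleavable procaspase-7 mutant enzyme / Input: 2 µM procaspase-7 mutant as dispensed / Dosing: single nominal 8.5 µM compound dose, 0.8% DMSO final / Timing: 1 h enzyme–compound preincubation and 2 h substrate reaction, both 25 °C / Detection: p-Nitroaniline absorbance at 405 nm, read at 0 and 120 min / Replication: singlicate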
VLA-4 inh – inhibition in a human VLA-4 binding assay; AID 2557; P13612; VLA-4 expressing cells, ligand binding flow cytometry; hit rate 0.2% among 330,000; inhibition, % (about 7 µM as worked out from the volumes in the protocol); in the data active = inhibition above about 50%
Target sequence (P13612 whole entry, looked up): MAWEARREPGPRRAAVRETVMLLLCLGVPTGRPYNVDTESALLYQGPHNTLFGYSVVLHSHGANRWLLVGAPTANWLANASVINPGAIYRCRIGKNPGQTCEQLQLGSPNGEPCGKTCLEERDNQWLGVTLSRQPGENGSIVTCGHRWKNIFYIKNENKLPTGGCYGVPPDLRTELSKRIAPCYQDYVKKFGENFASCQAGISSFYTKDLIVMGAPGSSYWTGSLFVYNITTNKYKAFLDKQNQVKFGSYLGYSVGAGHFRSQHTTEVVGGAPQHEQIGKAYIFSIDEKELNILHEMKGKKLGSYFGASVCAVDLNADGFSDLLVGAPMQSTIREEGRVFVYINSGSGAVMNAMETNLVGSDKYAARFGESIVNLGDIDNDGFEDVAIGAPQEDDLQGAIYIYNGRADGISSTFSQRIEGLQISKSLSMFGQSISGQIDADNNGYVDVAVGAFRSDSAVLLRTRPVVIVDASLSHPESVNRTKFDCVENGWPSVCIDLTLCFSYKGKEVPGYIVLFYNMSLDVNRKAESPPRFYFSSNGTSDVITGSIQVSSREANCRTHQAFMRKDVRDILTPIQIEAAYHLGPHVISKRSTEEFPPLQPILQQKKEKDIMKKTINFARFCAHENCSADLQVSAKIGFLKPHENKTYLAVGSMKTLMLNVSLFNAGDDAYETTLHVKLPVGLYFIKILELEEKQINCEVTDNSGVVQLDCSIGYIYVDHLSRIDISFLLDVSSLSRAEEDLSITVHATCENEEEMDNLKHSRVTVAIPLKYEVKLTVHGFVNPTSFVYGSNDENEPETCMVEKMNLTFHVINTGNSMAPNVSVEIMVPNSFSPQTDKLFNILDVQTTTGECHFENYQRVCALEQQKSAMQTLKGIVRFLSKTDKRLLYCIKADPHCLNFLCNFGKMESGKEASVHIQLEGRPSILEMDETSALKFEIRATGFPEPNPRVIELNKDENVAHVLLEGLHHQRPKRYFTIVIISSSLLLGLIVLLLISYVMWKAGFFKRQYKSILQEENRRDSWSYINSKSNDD
GRK2 inh – inhibitors of human GRK2 displacing RNA aptamer; bead flow cytometry, FAM-aptamer displacement from GRK2; hit rate 0.59% among 330,000; inhibition of aptamer binding, % at 10 µM; P25098;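 active = inhibition of aptamer binding above 40%, roughly 3 SD of noise, on plates passing a quality check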;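 also: median bead fluorescence of bound FAM aptamer so fluorescent compounds give negative values; no value below 0 was filed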
proCasp3 act – procaspase-3 (human) activation. hit rate 0.11% among 330,000. P42574. activation, % at 8.5 µM. recombinant procaspase-3 D3A, Ac-DEVD-pNA absorbance 405 nm;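 active = activation above the mean of all tested compounds plus 3 SD, cut at about 21% in these data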;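 also: 0% = DMSO alone and 100% = DMSO wells spiked with extra 5 µM PC-3 D3A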
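System: Procaspase-3 D3A mutant. Medium: Zinc-free 300 mM NaCl, 50 mM HEPES, 0.01% Triton X-100. Schedule: 1 h preincubation plus 2 h reaction at 25 °C. Measured by: 405 nm absorbance of p-nitroaniline, reads at 0 and 120 min. Read-out: percent activation relative to control range.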
PP1 counter – PP1-alpha (human) inhibition in PP5 counter-screen; purified PP1alpha, OMFP fluorescence; hit rate 0.9% among 320,000; inhibition, % at 6.7 µM; P62136;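 active = inhibition above the mean inhibition of all tested compounds plus 3 SD, computed separately for each screening campaign, cut at about 15% in these data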
HCV core dimer – HCV core protein dimerization inhibition. AID 1899. hit rate 0.33% among 300,000. TR-FRET GST/Flag-core106 dimerization, 1536-well. inhibition, % at 5 µM;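 active = inhibition above the mean of all tested compounds plus 3 SD, set per screening campaign, cut at about 45% in these data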
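Material: GST/Flag-tagged HCV core106 proteins. Incubation: 4 h, 22.5 °C incubation. Read-out basis: inhibition (%) from 671 over 617 nm ratio. Measured by: TR-FRET, excitation 340 nm, emission 617 and 671 nm.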
PP5 inh – blocks human protein phosphatase 5 activity; P53041; inhibition, % at 6.7 µM; purified PP5c, OMFP substrate fluorescence; hit rate 0.18% among 320,000; AID 1987;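 active = inhibition above the campaign's mean inhibition across all tested compounds plus 3 SD, cut at about 9.5% in these data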;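 also: 0% = DMSO only and 100% = 100 µM cantharidin control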
The depositor's hits bear a star; i = inactive; ? = inconclusive; nt = no result given.

SMILES	CTSL1 counter	JMJD2C inh	proCasp7 act	VLA-4 inh	GRK2 inh	proCasp3 act	PP1 counter	HCV core dimer	PP5 inh
CC1CC(C)CN(C(=O)C2CCN(S(=O)(=O)c3cccc4cccnc34)CC2)C1 (configuration not stated)	-5	6	0	3	3	-8	6	4	2.4
CC(C)CCNC(=O)C1CC(=O)N(CCc2ccccc2)C1 (configuration not stated)	2	-8	4	-15	2	-9	-5	6	-4.3
CC(C)(C)n1nnnc1C(c1ccc(Cl)cc1)N1CCCc2ccccc21 (configuration not stated)	-2	3	9	-3	0	1	0	3	-0.1
COc1cc2c(cc1NC(=O)c1ccncc1)oc1ccccc12	1	-3	12	7	0	-1	2	0	3.3
Cc1ccc2c(c1)c1c(n2CC(O)Cn2ccnc2C)C(=O)CCC1 (configuration not stated)	1	nt	3	8	0	2	-6	-1	1.4
Cc1cccc(C(C)Nc2ccc([N+](=O)[O-])cn2)c1 (configuration not stated)	2	-11	-6	1	2	-5	3	-1	3.2
O=C(N/N=C/c1c(Cl)cccc1Cl)c1ccc(F)cc1	-3	-5	6	-4	0	-3	1	-6	2.8
CS(=O)(=O)N(Cc1ccc(C(=O)NCCSCc2ccco2)cc1)c1ccccc1	-1	-2	-3	1	0	1	4	-2	3.7
CCOC(=O)C(NC(=O)OC(C)C)(Nc1nccs1)C(F)(F)F (configuration not stated)	-1	4	5	-4	1	2	-2	4	3.0
COCCN1C(=O)N[C@@H](c2ccccc2)C(C(=O)OC)=C1C	4	-4	-7	-5	3	9	3	-15	-0.8
Cc1cccc(OCCCCNCc2ccccc2)c1	0	-26	-6	1	0	6	0	-2	1.5
CC(C)(C)Nc1nc(SCC(=O)Nc2ccccc2)nc(N2CCOCC2)n1	1	-13	1	6	1	-4	-1	1	-0.6
COCCn1c(C)cc(C2=NNC(=Nc3ccc(Cl)cc3Cl)SC2)c1C	5	-10	-4	5	1	3	5	25	-0.6
O=C(CCCOc1ccccc1)NCCc1ccccc1	1	13	-5	15	0	-6	2	-3	1.6
CCOc1ccc(C(=O)OCC(=O)Nc2cccnc2Cl)cc1OCC	nt	5	13	10	0	2	nt	nt	nt
Cc1ccnc(NC2(C(F)(F)F)N=C(c3ccccc3)NC2=O)c1 (configuration not stated)	-2	2	2	7	0	-4	-1	3	-0.1
Cc1nc(N)sc1N=Nc1ccc(Br)cc1	3	?	-20	31	0	-13	8	-6	4.2
CC1=NNC(=O)C1CC(=O)N/N=C/c1ccncc1 (configuration not stated)	3	7	-4	-3	4	-8	-5	-1	-2.4
Cc1ccc(CC(=O)O/N=C(\N)c2cccc([N+](=O)[O-])c2)cc1	-10	8	-5	9	0	8	1	-5	-1.0
COc1ccc(Cn2nnnc2C(C(C)C)N2CCc3ccccc32)cc1 (configuration not stated)	4	0	4	24	3	3	5	4	4.9
O=C(Nc1ccc(S(=O)(=O)N2CCOCC2)cc1)c1ccccc1F	1	3	14	22	0	2	0	1	-1.3
C#Cc1ccc(CN2CCC(Oc3ccc(C(=O)NCc4ccccn4)cc3)CC2)cc1	-2	1	-2	11	0	0	-3	2	-1.0
CN1CC2(Cc3c1ccc1ccccc31)C(=O)OC(C)(C)OC2=O	1	65	6	-1	0	-7	-3	0	-2.0
CCn1c(SCC(=O)Nc2oc(C)c3c(C)n[nH]c(=O)c23)nc2sc(C)c(C)c2c1=O	3	-3	-9	2	2	1	-1	1	-0.9
O=C(NCc1ccco1)C1CCN(S(=O)(=O)Cc2ccccc2)CC1	2	-4	-6	0	0	-1	0	0	1.2

5 compounds from above, sorted by molar mass, lowest first.
SMILES	CTSL1 counter	JMJD2C inh	proCasp7 act	VLA-4 inh	GRK2 inh	proCasp3 act	PP1 counter	HCV core dimer	PP5 inh
O=C(CCCOc1ccccc1)NCCc1ccccc1	1	13	-5	15	0	-6	2	-3	1.6
CC(C)CCNC(=O)C1CC(=O)N(CCc2ccccc2)C1 (configuration not stated)	2	-8	4	-15	2	-9	-5	6	-4.3
COCCN1C(=O)N[C@@H](c2ccccc2)C(C(=O)OC)=C1C	4	-4	-7	-5	3	9	3	-15	-0.8
Cc1ccnc(NC2(C(F)(F)F)N=C(c3ccccc3)NC2=O)c1 (configuration not stated)	-2	2	2	7	0	-4	-1	3	-0.1
O=C(Nc1ccc(S(=O)(=O)N2CCOCC2)cc1)c1ccccc1F	1	3	14	22	0	2	0	1	-1.3

(cont.)
SMILES	CTSL1 counter	JMJD2C inh	proCasp7 act	VLA-4 inh	GRK2 inh	proCasp3 act	PP1 counter	HCV core dimer	PP5 inh
Cc1ccc(-c2c(C(=O)N/N=C/c3cccnc3)nnn2-c2nonc2N)cc1	6	-1	2	-3	0	-1	0	10	-0.2
Cc1ccc2c(c1)c1ncnc(N3CCOCC3)c1n2C	-1	-6	2	10	2	-9	-4	7	2.4
C=C(C)CNC(=S)Nc1sc2c(c1C(=O)OCC)CC(C)(C)OC2	0	6	-3	1	0	1	-3	1	2.5
CCOC(=O)c1sc(NC(=O)CSc2nc(C)cc(-c3ccccc3)n2)c(C#N)c1C	-2	-14	-20	1	1	-12	1	7	2.2
CS(=O)(=O)N1CCN(C(=O)NC2CCCCC2)CC1	0	-10	4	2	3	8	0	0	0.3
COc1ccc(-n2nc(C(=O)NCC(=O)NCCCN3CCN(C)CC3)c3ccccc3c2=O)cc1OC	1	-2	1	1	0	-2	5	4	-2.6
Cc1cccc(NC(=O)/C(C#N)=C/c2ccccc2Cl)n1	-3	21	-25	13	3	-6	-1	-5	-0.1
CN(Cc1ccco1)C(=O)CSc1nn2c(=O)c(C(C)(C)C)nnc2s1	nt	0	-3	-7	15	11	nt	nt	nt
Cc1cc(OCc2nc(-c3cccs3)no2)cc(C)c1Cl	0	-14	1	-3	0	8	1	1	2.6
COc1ccc(NC(=S)NC(=O)/C=C/c2ccccc2)cc1	-1	-7	2	1	nt	3	5	-2	-0.8
CN(C)CC(=O)N1CCc2ccccc2C1	1	-17	3	23	0	1	-4	0	-1.8
N#CC1=C(SCC(=O)NC2CCCCC2)NC(=O)CC1c1ccco1 (configuration not stated)	0	3	4	8	3	-4	-2	1	1.3
Cc1ccc(NC(=S)N(CCN2CCOCC2)Cc2ccccc2F)cc1Cl	2	-6	-2	12	3	-3	3	5	0.5
O=C(Oc1nsnc1N1CCOCC1)N(c1ccccc1)c1ccccc1	0	7	-2	-4	0	12	4	-2	2.6
COc1cccc(C2=CC(c3ccc(C)cc3)n3ncnc3N2)c1 (configuration not stated)	-1	-4	-3	-6	0	1	1	8	-0.5
CCc1nn(CC(=O)NCCC2=CCCCC2)c(=O)c2cc3cc(F)ccc3n12	-1	-5	-4	-4	0	7	-3	18	-3.7
C=CCNC(=O)c1ccc(Cn2cc(C(F)(F)F)ccc2=O)cc1	5	-5	7	19	0	-4	5	1	-2.4
O=C(NCc1cc(C(F)(F)F)cc(C(F)(F)F)c1)C12CN(Cc3ccccc3)CC1C(c1cccc([N+](=O)[O-])c1)=NO2 (configuration not stated)	-2	4	-2	19	0	3	0	11	2.3
O=C(NCC1CC1)[C@]1(C(F)(F)F)C[C@H](CCC2CCCCC2)CCCO1	8	-3	12	nt	nt	6	-2	7	-0.2
Cc1ccnc(Sc2ccc([N+](=O)[O-])cc2[N+](=O)[O-])n1	-1	0	-6	12	5	-14	-2	2	0.2
CN(C)S(=O)(=O)c1ccc(Cl)c(NC(=O)CNC2(C)CCS(=O)(=O)C2)c1 (configuration not stated)	nt	10	-2	-1	5	10	nt	nt	nt
Cc1nc2c3ccccc3nc(NNC(=O)CCC(=O)N3CCN(c4ccc(F)cc4)CC3)n2n1	3	48	-3	13	1	0	0	-15	3.4
Cn1cc([N+](=O)[O-])c(C(=O)N/N=C/c2ccc([N+](=O)[O-])cc2)n1	0	-28	-2	-17	0	-4	-2	-5	0.8
Cc1c(N(C(=O)CNC(=O)c2ccccc2)C2(C(=O)NC3CCCCC3)CCCCC2)c(=O)n(-c2ccccc2)n1C	-3	3	1	5	0	5	1	0	1.0
CCOc1ccc2c(c1)C(N(CCN1CCOCC1)C(=S)Nc1ccccc1OC)CC(C)(C)O2 (configuration not stated)	9	1	2	-18	1	7	0	2	0.5

Retrieved one by one from above:
SMILES	CTSL1 counter	JMJD2C inh	proCasp7 act	VLA-4 inh	GRK2 inh	proCasp3 act	PP1 counter	HCV core dimer	PP5 inh
COc1ccc(NC(=S)NC(=O)/C=C/c2ccccc2)cc1	-1	-7	2	1	nt	3	5	-2	-0.8
CS(=O)(=O)N1CCN(C(=O)NC2CCCCC2)CC1	0	-10	4	2	3	8	0	0	0.3

Following part.
SMILES	CTSL1 counter	JMJD2C inh	proCasp7 act	VLA-4 inh	GRK2 inh	proCasp3 act	PP1 counter	HCV core dimer	PP5 inh
CC(=O)N(c1ccccc1)C1SC(=O)N(c2ccccc2)C1=O (configuration not stated)	15	-5	-4	-14	0	7	0	5	-0.7
N/C(=N\S(=O)(=O)c1cccs1)c1ccccc1Cl	0	9	1	15	0	3	0	-12	0.6
Cc1ccc(-c2nc(Nc3cccc(C)c3)sc2CC(=O)O)cc1	0	-4	-23	-23	4	-13	1	-5	2.7
CSCCC(NC(=O)c1ccc(Cl)cc1Cl)C(=O)N1CC(C)OC(C)C1 (configuration not stated)	nt	15	-1	-10	1	2	0	nt	2.9
Cc1ccc(Nc2nc(N3CCN(C)CC3)nc(N)c2[N+](=O)[O-])cc1C	-4	4	1	10	0	9	2	-12	4.7
COc1ccc(C(=O)NNC(=O)C(=O)Nc2ccc(C)cc2)cc1	6	-7	-5	-1	0	-1	0	-14	-1.7
C=CC(C)(O)CCCC(C)CCCC(C)CCCC(C)C (configuration not stated)	nt	-1	6	5	0	6	-1	nt	1.7
Cc1ccccc1NC(=O)c1sc2nc[nH]c(=O)c2c1C	7	5	-4	-6	0	0	-1	-4	2.4
Cc1cc([N+](=O)[O-])c(C)cc1-c1ccc(/C=N/NC(=O)Cn2nnnc2N)o1	1	1	-14	10	0	-5	2	5	0.6
O=C(CNC(=O)c1ccccc1F)N/N=C/c1cc(Br)ccc1OCc1ccccc1	2	-2	6	5	3	-7	6	17	0.8
O=C(Cn1c(=O)oc2cc(S(=O)(=O)N3CCCC3)ccc21)N1CCN(C2CCCCC2)CC1	-1	2	5	-9	0	5	-2	-1	2.5
CCOC(=O)C1=NN(c2ccccc2)C(c2ccccc2)CC1=O (configuration not stated)	0	-14	-18	5	11	-13	-3	-2	1.0
O=S1(=O)N=C(Nc2nc3c(s2)CCCC3)c2ccccc21	-1	nt	7	26	1	-10	1	-10	0.4
Cc1c(Nc2ncccc2C(=O)O)cccc1C(F)(F)F	-1	i	5	3	0	4	0	-6	-1.3
COc1cc2c(cc1OC)C(c1ccccc1)N(C(=O)CCl)CC2 (configuration not stated)	31*	5	-5	8	3	-3	-3	16	2.2
O=C1NC(c2ccncc2)C(C(=O)c2cccs2)C(O)(C(F)(F)F)N1 (configuration not stated)	0	1	-6	0	1	10	-2	-2	-0.2
Cn1ncc(N=Cc2ccccc2)c1C(=O)Nc1cccc(Cl)c1	0	-11	0	8	2	0	1	-3	1.0
S=C1NC[C@H](CC2CCCCC2)N1CC1CCCCC1	-2	-3	11	38	3	-7	3	5	4.7

Source: PubChem BioAssay
